Source: PubChem BioAssay (several laboratories)
MDM2 E3 inh: Mdm2 E3 ligase (human) inhibition; cell-based MDM2 ubiquitination luciferase reporter, 2 h; 0 = plate control, 100 = twice control, blank-subtracted; signal enhancement, % at 5 µM; AID 1230; 210,000 compounds, 0.11% hits; Q00987;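 active = signal enhancement of 30% or more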;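 note: luminescence tracks abundance of the self-degrading MDM2-luciferase fusion protein; higher signal means inhibition of MDM2 E3 ligase activity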
Target sequence (Q00987 whole entry, looked up, the tested form may be a part): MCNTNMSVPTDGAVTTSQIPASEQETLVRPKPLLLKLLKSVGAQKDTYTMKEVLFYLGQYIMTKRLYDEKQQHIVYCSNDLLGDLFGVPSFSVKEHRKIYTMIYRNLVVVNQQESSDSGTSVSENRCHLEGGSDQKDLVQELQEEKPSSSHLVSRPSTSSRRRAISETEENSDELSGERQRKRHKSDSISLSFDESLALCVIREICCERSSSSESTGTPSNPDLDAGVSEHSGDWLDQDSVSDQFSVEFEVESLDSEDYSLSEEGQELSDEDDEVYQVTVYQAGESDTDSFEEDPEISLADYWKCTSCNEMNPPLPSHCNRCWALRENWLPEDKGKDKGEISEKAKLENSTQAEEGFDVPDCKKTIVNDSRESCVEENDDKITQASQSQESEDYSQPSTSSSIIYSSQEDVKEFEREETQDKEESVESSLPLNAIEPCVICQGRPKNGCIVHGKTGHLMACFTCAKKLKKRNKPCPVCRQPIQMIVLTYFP
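Material: stable MDM2–luciferase fusion reporter cells / Quantity: 2000 cells/well / Dosing: single 5 µM compound dose, 0.2% final DMSO / Buffer or medium: DMEM / Schedule: 4 h cell settling then 2 h compound exposure, 37 °C / Detection: luminescence with SteadyLite reagent, 15 min at room temperature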
14-3-3 Bad PPI: disrupts binding of bovine 14-3-3 zeta to phospho-Bad peptide | P63103 | TR-FRET 14-3-3zeta/Dy647-pBad peptide displacement, 1 h | inhibition, % at 21.7 µM | 220,000 compounds, 0.71% hits | AID 781;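 active = inhibition above about 70%, limit read from the data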;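 note: 0% = full 14-3-3 plus peptide FRET controls and 100% = background without 14-3-3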
Rad51 HR inh: Rad51 (human) homologous recombination inhibition; inhibition, % at 10 µM; hRad51 DNA strand exchange, fluorescence dequenching; 200,000 compounds, 0.085% hits; AID 1385;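 active = inhibition above 40% at the single screening dose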;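 note: 0% = DMSO control wells and 100% = blanks with heterologous ssDNA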
Target sequence (Q06609 whole entry, looked up): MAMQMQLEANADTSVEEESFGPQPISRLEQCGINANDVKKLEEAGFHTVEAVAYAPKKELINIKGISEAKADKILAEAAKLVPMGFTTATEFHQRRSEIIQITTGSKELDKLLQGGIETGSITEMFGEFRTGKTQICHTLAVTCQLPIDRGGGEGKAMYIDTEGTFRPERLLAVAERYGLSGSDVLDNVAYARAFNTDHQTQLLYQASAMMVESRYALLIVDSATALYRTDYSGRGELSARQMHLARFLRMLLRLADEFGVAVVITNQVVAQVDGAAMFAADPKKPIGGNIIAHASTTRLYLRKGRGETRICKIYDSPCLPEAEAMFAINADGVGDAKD
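Test system – preformed human Rad51 ssDNA filaments · Reagent – Donor/quencher-labelled 47-bp dsDNA substrate · Incubation – 37 °C 15-min filament assembly, 30-min compound preincubation, 15-min exchange · Signal – FRET fluorescence dequenching, excitation 485 nm, emission 520 nm · Read-out – percent inhibition from fluorescence, normalised to plate control and blank means · Benchmarks – plate control and blank wells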
p97 ATPase inh: blocks human p97 ATPase activity; P55072; recombinant p97 ATPase, Kinase-Glo ATP luminescence, 3 h; inhibition, % at 8 µM; 220,000 compounds, 0.42% hits; AID 1481; in the data active = inhibition above about 15%;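 note: 0% = DMSO vehicle and 100% = wells lacking enzyme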
FXIa inh: blocks human coagulation factor XIa protease activity; purified FXIa, Boc-Glu-Ala-Arg-AMC fluorogenic substrate; AID 798; 220,000 compounds, 0.14% hits; inhibition, % at 5 µM; P03951;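 active = inhibition of at least 40%; inactive = inhibition below 40%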;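 note: fluorescence of freed AMC excited at 355 nm; 0% = enzyme without compound and 100% = no enzyme blank; many of its hits are not listed in these tables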
Wee1 stabilizer: human Wee1 degradation inhibition, primary screen; reporter increase, % at 5 µM; HeLa Luc-Wee1K328M stability, luciferase luminescence; 100% = proteasome inhibitor MG132 effect; AID 1321; P30291; 220,000 compounds, 1.2% hits;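 active = activation above the mean of all tested compounds plus 3 SD, set per screening run, cut at about 8.8% in these data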;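 note: cells exposed to compound for 20 h before luminescence read; 0% = DMSO alone and 100% = MG132 at 30 µM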
FXIIa inh 1536: factor XIIa (human) inhibition; P00748; 220,000 compounds, 0.3% hits; purified FXIIa, Boc-QGR-AMC fluorogenic substrate, 2 h; inhibition, % at 5 µM; in the data active = inhibition above about 40%;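 note: 0% = enzyme with no compound and 100% = blank without enzyme; many of its hits are not listed in these tables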
hK5 inh: kallikrein 5 (human) inhibition. Q9Y337. recombinant hK5, fluorogenic AMC substrate cleavage. inhibition, % at 5 µM. 210,000 compounds, 0.59% hits. AID 873;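 active = inhibition of 40% or more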;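 note: 0% = enzyme controls without compound and 100% = no-enzyme blanks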
Target sequence (Q9Y337 67-293 limits assumed): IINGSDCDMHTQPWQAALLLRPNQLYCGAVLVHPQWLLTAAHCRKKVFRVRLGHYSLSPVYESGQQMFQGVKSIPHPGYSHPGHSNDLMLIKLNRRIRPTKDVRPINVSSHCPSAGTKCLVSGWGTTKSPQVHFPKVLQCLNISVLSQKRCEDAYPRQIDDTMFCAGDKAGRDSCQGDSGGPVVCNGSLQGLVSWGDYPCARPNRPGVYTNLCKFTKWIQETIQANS
eIF4E-4G inh: blocks eIF4E binding to eIF4G. P63073+Q04637. TR-FRET eIF4E-eIF4GI(517-606) binding, 2 h. inhibition, % at 21.7 µM. 220,000 compounds, 0.37% hits;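 active = inhibition above about 30%, limit read from the data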;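 note: 0% = full FRET control wells and 100% = background wells lacking eIF4GI fragment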
The depositor's hits bear a star; / = not tested or not shown; [ ] = another dose, or the depositor's remark.

SMILES,Rad51 HR inh,eIF4E-4G inh,FXIIa inh 1536,MDM2 E3 inh,Wee1 stabilizer,14-3-3 Bad PPI,hK5 inh,FXIa inh,p97 ATPase inh
COc1ccc(N/N=C(\C=N\O)C(=O)c2ccc(OC)cc2)cc1,14,2,30,-19,-1,2,-3,10,-3
COc1cc(/C(C)=N/NC(=O)CSc2nncn2C)ccc1OCc1ccccc1Cl,-6,-2,-2,-7,-2,4[fluorescence artefact?],-14,-2,-3
O=S1(=O)CC=C(CSc2nc3ccccc3[nH]2)C1,-14,-4[fluorescence artefact?],4,-15,-1,-8[fluorescence artefact?],-6,2,5
COc1ccc(NC(=O)CSc2nnc3c4c(nc(-c5ccccc5)n23)CC(C)(C)OC4)cc1,-20,8,21,-9,-1,19,-9,20,0
O=C(NCc1ccc2c(c1)OCO2)C1CCN(c2ccc(S(=O)(=O)N3CCCC3)cc2)CC1,6,-30[fluorescence artefact?],11,-17,-3,22,-5,3,-2
C=CCn1c(SCc2csc(-c3ccc(C)cc3)n2)nnc1-c1ccccc1OC,3,4,9,-16,0,-16,-8,11,-2
Cc1ccccc1CSc1nncn1N,-3,46*,17,-8,2,2,-19,1,-5
CC(=O)c1ccc(OCCOc2ccc(C#N)cc2)cc1,9,2,3,-9,5,-12,-4,-3,-1
Nc1ncnc2c1cnn2-c1ccccc1,0,/,-11,-14,-1,/,-7,-18,-4
Cc1ccc(CNC(=O)NC2CCCCC2)cc1,-2,-1,-8,-14,-2,3,4,7,-3
O=C(NCc1ccco1)/C(=C\c1cccs1)NC(=O)c1ccccc1,/,2,9,-1,0,-8,-16,-1,3
Cc1cc(OCCCCOc2ccc(C#N)cc2)ccc1[N+](=O)[O-],/,-9,7,/,2,-4,-1,-2,-6
Cc1onc(-c2ccccc2)c1C(=O)NCc1cccnc1,-2,-1,10,-9,2,-4,0,-2,2
Cc1ccc(-n2c(Cc3ccccc3)nnc2SCC(=O)NNC(=O)Cc2ccccc2)cc1,-3,4,6,-6,-2,12,-19,1,-2
NC(=O)CN1CCN(c2cccc(Cl)c2)CC1,7,-3,7,-1,0,-5,-1,-7,-2
CCOC(=O)N1N=C(c2ccc(C)cc2)CC1(O)C(F)(F)F (stereo not drawn),8,4,1,0,5,-9,7,-6,2
CCOc1ccc(-n2cccc2C=O)cc1,-11,0,5,-11,2,1[fluorescence artefact?],-4,31,-2
COc1ccc(S(=O)(=O)N2CCC(C(=O)NCC3CCCO3)CC2)cc1C (stereo not drawn),4,-3[fluorescence artefact?],5,-5,0,-5,-6,0,0
COC(=O)c1ccc(CN(c2ccccn2)S(=O)(=O)c2ccccc2)cc1,-9,-10,2,8,-1,-3,16,-8,4
Cc1cccc(S(=O)(=O)c2c(N)n(/N=C/c3ccccc3)c3nc4ccccc4nc23)c1,1,5,18,-10,2,-7,-28,4,1
CCN(CC)CC(C)CNC(=O)CN1C(=O)CSc2ccc(S(=O)(=O)N3CCOCC3)cc21 (stereo not drawn),/,1[fluorescence artefact?],15,-3,0,-1,-6,5,3
CCn1ncc(-c2csc(N)n2)c1C,/,-1,4,-8,0,-8,-2,-1,8
CCC(C)NC(=O)CNC(=S)N(Cc1ccccc1F)C1CCCCC1 (stereo not drawn),4,1,3,9,-3,-7,-4,-4,5
CC(C)Cc1csc(NC(=O)c2ccc(F)cc2)c1C(=O)O,6,2[fluorescence artefact?],3,-8,3,1,8,2,-2
O=C(CSc1nnc(-c2ccco2)n1Cc1ccco1)NCc1ccccc1,-3,-2,2,-5,1,-19[fluorescence artefact?],-19,7,-4
CC(C)(C)n1nnnc1C(c1ccncc1)N1CCN(C2CCCCC2)CC1 (stereo not drawn),2,1,9,-20,0,5[fluorescence artefact?],15,22,5
COC(C[C@H]1O[C@H]1[C@H](O)COCc1ccccc1)OC,-1,-1,3,22,/,-5,-2,-1,/
COc1ccc(NC(=O)Nc2ccccc2C(=O)N2CCCC2)cc1,2,-2,1,-17,1,7,6,1,-3
c1ccc(CNn2c(N3CCOCC3)nc3ccccc32)cc1,-2,-1[fluorescence artefact?],7,-18,-1,2[fluorescence artefact?],4,-7,3
CCCc1ccc(C#N)c(SC2CC(=O)N(c3ccc(OC)cc3)C2=O)n1 (stereo not drawn),0,-2,8,5,-1,-11,7,2,5
Cc1cc(N=Cc2c(O)ccc3ccccc23)no1,5,3,20,-9,-1,14,0,4,-5
O=C(NCCCN1CCOCC1)C(=O)NCc1ccccc1,5,2,11,-20,4,-3,3,1,-1
Cc1cc(Oc2ccc(C)c(Cl)c2)nc(SCC(=O)c2ccccc2)n1,-4,7,11,3,-3,-9[fluorescence artefact?],-19,8,-5
Cc1cc(=O)oc2cc(NC(=S)NCc3ccccn3)ccc12,1,3,3,-34,-1,-22,-3,-3,4
CCC(C)NC(=O)C(Cc1ccccc1)NS(=O)(=O)c1cccc2nsnc12 (stereo not drawn),5,-3,11,-13,0,-4,-5,1,2
CCOCCc1nnc(N)s1,-3,4,-12,-10,1,-3[fluorescence artefact?],-28,-11,-4

Gathered by group, the entries above containing a furan ring, fused or not.
SMILES,Rad51 HR inh,eIF4E-4G inh,FXIIa inh 1536,MDM2 E3 inh,Wee1 stabilizer,14-3-3 Bad PPI,hK5 inh,FXIa inh,p97 ATPase inh
O=C(NCc1ccco1)/C(=C\c1cccs1)NC(=O)c1ccccc1,/,2,9,-1,0,-8,-16,-1,3
O=C(CSc1nnc(-c2ccco2)n1Cc1ccco1)NCc1ccccc1,-3,-2,2,-5,1,-19[fluorescence artefact?],-19,7,-4

(listing goes on)
SMILES,Rad51 HR inh,eIF4E-4G inh,FXIIa inh 1536,MDM2 E3 inh,Wee1 stabilizer,14-3-3 Bad PPI,hK5 inh,FXIa inh,p97 ATPase inh
O=C(CSc1nnnn1C1CCCCC1)NCc1cccc(C(=O)O)c1,5,-9[fluorescence artefact?],11,-11,-2,3[fluorescence artefact?],-21,1,0
COc1cc(C(=O)NCCN2C(=O)S/C(=C\c3cccs3)C2=O)cc(OC)c1OC,-13,-1,13,1,4,-5,0,-2,0
CCOC(=O)c1c(C)oc2cc(Br)c(OC(=O)N3CCOCC3)cc12,1,-9,9,-10,2,4,13,11,-5
O=c1cc(C(F)(F)F)nc(-c2ccccc2OC(F)(F)F)[nH]1,9,0,6,-8,-3,-10,1,3,5
COc1ccccc1Nc1cc(C(=O)NCCCN2CCOCC2)c2ccccc2n1,-9,0,7,-13,1,5,-8,-2,-4
C/C=C/C(=O)N1CC2(CC(c3cccc(NC(=O)COc4ccc(Cl)cc4)c3)=NO2)C[C@@H]1C(N)=O (stereo partly drawn),2,6,6,-15,/,2,-2,3,/
CCOC(=O)C1=NN(c2ccc(Cl)cc2)C(=O)C1,7,0,5,/,3,-3,-1,-2,-1
C=CCn1c(SCc2ccc(C(=O)O)cc2)nc2sc(C)c(C)c2c1=O,/,3,0,-11,1,-9,-1,0,7
Nc1ccc2nc(-c3ccccc3)sc2c1,3,4,-89,-81,-2,5,-38,-32,-14
COc1ccccc1C(c1nnnn1Cc1ccccc1)N1CCN(C2CCCC2)CC1 (stereo not drawn),-1,6,3,-10,1,45,-17,-2,1
Cc1cc2nc(SCCOC(=O)Nc3ccc(Cl)cc3)nc(C)c2cc1C,3,-7,25,-1,0,4,-4,6,-4
COc1cc(C2/C(=C(\O)c3ccc4c(c3)CC(C)O4)C(=O)C(=O)N2CCCn2ccnc2)ccc1O (stereo not drawn),12,/,0,-13,-2,/,0,-9,-2
CCN(CC)C(=O)N(CC)Cc1ccccc1,-2,0,0,-13,1,0,-10,-6,3
COc1ccccc1NC(=O)COc1ccc(/C=N/n2cnnc2)cc1OC,-3,5,10,-23,-3,-2,-11,-3,0
COc1ccc(NC(=S)N/N=C/c2ccc(F)c(F)c2)cc1,7,-8,13,/,4,-11,2,3,-2
O=C(CN1CCN(c2ccc([N+](=O)[O-])cc2)CC1)Nc1nccs1,/,-1,13,-10,-1,-5,0,5,4
CN(C)CC1CCCCC1OC(=O)/C=C/c1ccccc1 (stereo not drawn),/,-9,8,/,1,5,-2,-1,0
CCn1cc(C(=O)NCCc2ccccc2)c(=O)c2cc(F)c(N3CCN(C)CC3)cc21,-7,2,27,-10,0,4,1,17,-2
CNCCCNC(=O)c1ccc(/C=N/O)nc1,-12,2,2,-12,-2,-12,-6,-1,3
O=C1NCCN1C(=O)N(c1ccccc1)c1ccccc1,-1,-10,10,-9,-1,-3,1,6,7
COc1ccccc1NC(=O)CSc1nnc(-c2ccco2)o1,8,-10,11,-1,0,-6,-14,2,1
Cn1c(=O)c2cc(S(=O)(=O)NC(C(=O)Nc3cccc(F)c3)c3ccccc3)ccc2n(C)c1=O (stereo not drawn),/,-1,11,1,-2,11,3,2,3
CCn1c(SCc2ccccc2)nnc1C1CCCCC1,2,-1,-2,-8,-3,-8,-11,-1,-1
CNc1nc(SC)n(C)c(=O)c1N=O,-1,-2,8,-9,2,6,3,4,4
CCOc1ccc(N(CC(=O)NCc2ccccc2)S(C)(=O)=O)cc1,1,5,15,-16,5,12,3,2,-1
O=C(COC(=O)C1CCN(S(=O)(=O)c2ccc3c(c2)OCCO3)CC1)Nc1ccc(C(F)(F)F)cc1,0,0[fluorescence artefact?],1,-13,-1,-6[fluorescence artefact?],-8,-9,0
CCCOc1ccc(NC(=O)C2CC(=O)N(C(C)C)C2)cc1 (stereo not drawn),-10,-1[fluorescence artefact?],8,-8,-1,0,-2,-10,6
O=C(O)C(Cc1cn[nH]n1)=NO,8,2,5,-17,-3,0,-10,4,6
CCc1ccc(NC(=O)CSc2nc3n[nH]c(C)c3c(=N)n2-c2cccc(OC)c2)cc1,-4,5,12,5,-2,2[fluorescence artefact?],-17,5,2
COc1ccc(-c2nn(-c3ccccc3C)cc2CNCc2cccnc2)cc1F,-6,-6,5,-3,-4,10,-2,-7,-5
O=C1C=CC(=O)N1c1ccc(N2CCCCC2)cc1,-15,6,2,-19,-4,7,-6,-3,4
O=S(=O)(Nc1ccc(O)c(CN2CCCCC2)c1)c1ccccc1,57*,3[fluorescence artefact?],13,-13,-3,-20[fluorescence artefact?],-19,4,2
COC(c1ccccc1)c1nnc(CCC(=O)N(C)CCCC2CCCC2)o1 (stereo not drawn),12,1,6,-2,-2,-10,0,2,2
CCOc1cc2nc3c4ccccc4n(C)c3nc2cc1OCC,/,7,5,-12,3,7,-21,-1,6
N=C(N)SCc1cn(-c2ccccc2)nc1-c1ccc(Br)cc1,-7,13,5,-12,0,75*,-6,-7,8
CCN(CC)S(=O)(=O)c1cccc(C(=O)N/N=C/c2ccccn2)c1,6,0,3,2,-5,-22,-11,-3,3
CCN1CCN(CCNC(=O)c2cn(Cc3ccccc3F)nn2)CC1,4,-5,2,0,-2,-1,-9,6,-6
COc1ccc(NCc2nnc(SCC(=O)N3CCCc4ccccc43)o2)cc1,-7,4,13,-16,0,-1,-8,3,-1
